Screening results as filed in PubChem BioAssay.
WT yeast gro inh = growth inhibition of WT yeast, mitochondrial fusion screen | 2.1% of 190,000 active | AID 1362 | mitochondrial fusion phenotypic screen, WT strain | inhibition, % at 10 µM; in the data active means inhibition above about 58%; tested in S. cerevisiae
P. falciparum M1AAP = malaria alanyl aminopeptidase activity blockers – biochemical, fluorogenic H-Leu-NHMec substrate, 1536-well (AID 1445). 0.42% of 220,000 active. one-dose inhibition, % at 30 µM; IC50 in µM for titrated hits. recombinant M1AAP, H-Leu-NHMec fluorogenic kinetic assay; higher % means a stronger effect;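 active means primary inhibition above the hit cutoff, then over 50% inhibition at one or more dose response concentrations, cut at about 23% in these data, passing the limit was not always enough; inconclusive means conflicting primary data, or primary hits not chosen for dose response; inactive means low primary inhibition, or under 50% at every dose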;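 further: plate controls were DMSO full reaction for no effect and no enzyme background for full effect; strong numbers were not always called active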
TNAP activators = human TNAP enzyme activators, primary screen, biochemical, luminescent, no phosphate acceptor, uHTS (AID 1001). purified TNAP, luminescent activation assay, no phosphate acceptor; higher activation fold means a stronger effect. one-dose activation fold at 20 µM; EC50 in µM for titrated hits. 0.03% of 200,000 active; in the data active means activation fold from about 3, or a potency from the dose series; inactive means the rest, 99 in 100 with activation fold below about 1.6; further: many of its hits are not listed in these tables
CSM14.1 death rescue = rescue of cells from ER stress-induced death, primary screen, 384-well, CSM14.1, thapsigargin, ATP luminescence (AID 1222); CSM14.1 thapsigargin-induced death rescue, ATP luminescence; higher % means a stronger effect; cellular ATP content (survival), % at 20 µM, or EC50 in µM where a hit was titrated; 190,000 tested, under 10 active;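 active means EC50 below 50 µM in the dose-response confirmation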;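 further: death triggered by thapsigargin at about 15 µM added after 2 h compound pretreatment; cell ATP read after overnight thapsigargin exposure of roughly 18 to 22 hours; normalized against plate controls of thapsigargin alone and 5% DMSO vehicle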
Myeloid diff MLP = compounds promoting myeloid differentiation. ER-HoxA9 myeloid progenitors, lysozyme-GFP differentiation, flow cytometry. calls only at 10 µM. 1% of 360,000 active. AID 624256;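 active means normalized GFP-positive differentiation at or above the plate's own cutoff, the solvent-only control mean plus 3 SD; inconclusive means no clear call, values can overlap the other calls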;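 further: cells exposed to compound for four days before flow analysis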
human PMI inhibition = inhibitors of human PMI, primary screen, biochemical, fluorescence intensity, coupled assay (AID 1209); inhibition, % at 20 µM, or IC50 in µM where a hit was titrated; 0.42% of 190,000 active; purified PMI enzyme, coupled fluorescence intensity; higher % means a stronger effect;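 further: plate controls were DMSO vehicle for no effect and wells lacking substrate for full effect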
Hep lipid drop = modulators of hepatic lipid droplet formation. AML12 mouse hepatocytes, oleate lipid droplets, BODIPY imaging. inhibition, % at 6.5 µM. 0.4% of 240,000 active;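 active means lipid droplet intensity inhibited by at least 50%, with more than 500 cells counted; inconclusive means wells with under 300 cells, treated as cytotoxic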
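Material: mouse AML12 hepatocyte cell line, fixed after treatment; Timing: compound with oleate, overnight; Technique: high-content imaging of BODIPY-stained droplets and DAPI nuclei; Probe or stimulus: oleate, 100 µM final; Dosing: compound at 6.5 µM only.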
human PMI inhibitors = MPI inhibition at elevated mannose 6-phosphate – biochemical, fluorescence intensity, high mannose 6-phosphate, primary screen (AID 1220) | recombinant PMI enzyme, coupled fluorescence intensity; higher % means a stronger effect | inhibition, % at 20 µM; hits with a dose series show IC50 in µM | 0.66% of 190,000 active
K1F lysis inhibition = inhibition of K1F phage lysis, E. coli UTI89, bacterial capsule biogenesis inhibitors, alamar blue (AID 488966); E. coli UTI89 K1F phage lysis, alamar blue, 2 h; higher % means a stronger effect; inhibition, % at 100 µM, or IC50 in µM where a hit was titrated; 0.02% of 340,000 active;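 active means phage lysis inhibition, versus mean bacterial control, above a set limit; inconclusive means no clear call, values can overlap the other calls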;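 further: capsule biogenesis inhibitors block K1F phage lysis so surviving cells raise fluorescence; higher fluorescence means more inhibition of phage lysis; actives were called in the ten point dose series up to 300 µM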
WT yeast gro inh mutant strain = further read-out of WT yeast gro inh, marked with its call; inhibition, %; mitochondrial fusion phenotypic screen, mutant strain inhibition
Hep lipid drop cells 6.5 µM = recorded beside Hep lipid drop, whose call it bears; cell count; measured here: cell count, cytotoxicity flag;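 cells counted across two imaged fields per well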
Myeloid diff MLP GFP+ MAC1+ % = second read-out of Myeloid diff MLP, no call of its own (marks repeat the call); GFP+ MAC1+ double positive, %; measured here: differentiation confirmed by MAC1 staining
Starred values were filed as active, the others as inactive; i = inactive; u = inconclusive; x = no result given; + = active, no number; [ ] = remark or other dose. Unless noted, no stated cut-off is given here; in the data, active means inhibition above about 50%; inactive means the rest.

SMILES | WT yeast gro inh | WT yeast gro inh mutant strain | P. falciparum M1AAP | TNAP activators | CSM14.1 death rescue | Myeloid diff MLP | Myeloid diff MLP GFP+ MAC1+ % | human PMI inhibition | Hep lipid drop | Hep lipid drop cells 6.5 µM | human PMI inhibitors | K1F lysis inhibition
O=c1[nH]c(CS(=O)(=O)c2ccccc2)nc2ccccc12 | 0 | -3 | 1% | 1 | -0.1% | i | 0.5 | -13% | -2 | 730 | -13% | -1.1%[50 µM]
CNc1ccc2nnc(C(F)(F)C(F)(F)C(F)(F)F)n2n1 | -3 | 8 | -2% | 1.1 | -1.6% | i | 0.3 | -1% | -8 | 699 | -6% | -0.5%
CCOC(=O)/C(C#N)=C1\CC2CCC1(C)C2(C)C (stereo unspecified) | -13 | -6 | 0% | 1.1 | -3.3% | i | 0.0 | 31% | 19 | 785 | 12% | -0.3%
FC(F)(F)c1cccc(CN2CCC(c3cc(-c4cccs4)n[nH]3)CC2)c1 | 21 | 12 | 3% | 1.2 | -6.8% | i | 0.1 | 0% | 0 | 727 | 8% | 0.0%
CCOc1ccccc1/C=C(/NC(=O)c1ccccc1)C(=O)N(CC)CC | 14 | 10 | 5% | 1 | 1.9% | i | 0.3 | 3% | -6 | 684 | -3% | 2.3%[50 µM]
Cc1oc2ccc(OC(=O)c3cccs3)cc2c1C(=O)OC(C)C | 71* | 64* | -2% | 1 | -1.4% | i | 0.2 | 4% | x | x | 4% | 0.1%
CCOc1cccc(C(=O)Nc2ccc3oc(-c4cccnc4)nc3c2)c1 | x | x | 7% | x | x | i | 0.1 | x | -4 | 721 | x | 2.6%
Cc1noc(C)c1COC(=O)COc1cccc2c1OC(C)(C)C2 | 8 | 3 | 5% | 1.1 | 4.4% | i | 1.5 | -2% | x | x | -1% | 0.4%
COc1cc(Cl)c(C)cc1NC(=O)c1ccc(NS(=O)(=O)c2ccc(F)c(F)c2)cc1 | -2 | -1 | 16% | 1.1 | -1.4% | i | 0.4 | 9% | -22 | 445 | 8% | 0.1%
O=C(Nc1nnc(SCc2ccc(Cl)cc2Cl)s1)C1COc2ccccc2O1 (stereo unspecified) | 56 | 18 | u | 1.1 | -0.3% | i | 0.6 | 15% | x | x | 6% | 0.6%
Cc1cccc(NC(=S)N/N=C/c2cccc([N+](=O)[O-])c2)c1 | 0 | 15 | 3% | 1.1 | -0.6% | i | 0.7 | 8% | -18 | 624 | 5% | -1.8%
CCCCC[n+]1ccn(-c2nc3ccccc3nc2[N-]S(=O)(=O)c2ccccc2)c1 | x | x | 2% | x | x | i | 0.6 | x | 2 | 698 | x | -0.5%
COc1cccc(C(=O)NC(=O)Nc2cc(C)on2)c1 | -5 | 4 | -1% | 1.1 | -0.9% | i | 0.5 | 10% | -6 | 697 | 10% | 0.0%
O=[N+]([O-])c1ccc(Cl)c(/C=N/N2CCN(Cc3ccccc3Cl)CC2)c1 | 26 | 30 | -1% | 1.1 | -5.2% | i | 0.5 | 8% | x | x | 5% | 0.2%
O=C(Nc1ccc(NC(=O)c2ccco2)cc1)c1ccc2c(c1)OCCO2 | 7 | 4 | 5% | 1 | -0.3% | i | 0.4 | 3% | 14 | 706 | 2% | x
COc1ccc2cc(C(=O)C3CCCN(C(=O)CSc4nnc(C)o4)C3)ccc2c1 (stereo unspecified) | 1 | -2 | 12% | 1 | 1.6% | i | 0.6 | 3% | -17 | 636 | -3% | 0.0%
CCCN1C(=O)/C(=C/C=C2\N(CC)c3ccccc3C2(C)C)SC1=S | 21 | 20 | -2% | 0.6 | -0.2% | + | 28* | 11% | x | x | 11% | -0.2%
COC(=O)Cc1csc(Nc2c(C)n(C)n(-c3ccccc3)c2=O)n1 | 24 | -1 | 8% | 1.2 | x | i | 8.3 | 9% | 6 | 656 | 9% | 0.8%
FC(F)(F)c1cccnc1N1CCN(c2ncnc3nc[nH]c23)CC1 | 7 | 10 | -3% | 2.3 | x | i | 1.9 | 9% | 0 | 732 | 9% | 0.0%
O=C(CNC(=O)C12CC3CC(CC(C3)C1)C2)N1CCN(S(=O)(=O)/C=C/c2ccccc2)CC1 | 10 | 21 | 10% | 1.1 | 1.2% | i | 0.5 | 20% | -2 | 676 | 18% | 2.8%
COc1cccc(Oc2ccc(N)cn2)c1 | 9 | 13 | 0% | 0.9 | x | i | 0.4 | 6% | -9 | 634 | -18% | 0.0%
CC(C)CC(=O)NC1(C(F)(F)F)C(=O)Nc2c1c(=O)[nH]c(=O)n2Cc1ccco1 (stereo unspecified) | 3 | 2 | 1% | 1.1 | -2.2% | i | 0.5 | -4% | x | x | -1% | -0.2%
CNC(=O)N(C1=NCC(C)(C)S1)c1ccc(F)c(Cl)c1 | 16 | -4 | 15% | 0.9 | 0.5% | i | 2.7 | 5% | x | x | 16% | 2.4%
Cc1cc(Br)c(NC(=O)CN(C)CCOc2ccccc2)c(Br)c1 | 24 | -4 | 0% | 1.2 | 0.9% | i | 0.9 | 8% | 0 | 666 | 9% | 0.3%
O=C(Nc1ccc(N2CCOCC2)c(Cl)c1)C1CCCCC1 | 5 | 1 | 7% | 1 | -1.8% | i | 0.5 | 6% | 6 | 846 | -6% | 0.3%
O=C(c1cc(-c2ccc(F)cc2)on1)N1CCCc2ccccc21 | 45 | 19 | 8% | 1.1 | -0.7% | i | 0.1 | -5% | 26 | 788 | 0% | 0.0%
CC(=O)Nc1ccccc1OC(=O)N1CCOCC1 | -11 | -21 | 2% | 1.1 | 0.8% | i | 1.6 | -4% | 22 | 791 | -10% | 0.9%
O=C1Cc2ccccc2Sc2ccc(Cl)cc21 | 44 | 12 | 10% | 1 | -0.5% | i | 1.2 | 10% | x | x | 12% | 2.1%
O=C(c1cccc(C(=O)N2CCN(c3ncccn3)CC2)c1)N1CCN(c2ncccn2)CC1 | 14 | 18 | 3% | 1.1 | 1.0% | i | 0.7 | -3% | x | x | 2% | 2.2%
CCN1CCc2nc3ccccc3c(C(=O)Nc3ccc(F)cc3)c2C1 | x | x | 2% | x | x | i | 0.2 | x | -10 | 734 | x | -0.1%
Cc1cc(OCC[N+]2(C)CCCCC2)nc2ccccc12 | 23 | 27 | 31% | 1.1 | -0.8% | i | 2.5 | 12% | -32 | 800 | 7% | -0.1%
Cc1cccc(NC(=O)COC(=O)c2ccccc2-c2nc3ccccc3s2)c1C | 30 | 0 | -1% | 1 | -0.6% | i | 0.9 | 7% | -5 | 601 | 6% | 0.0%
CCn1c(C)cc2c(c1=O)C(c1ccncc1)C(C#N)=C(N)O2 (stereo unspecified) | 4 | 3 | 5% | 1.1 | -2.4% | i | 0.8 | 14% | 2 | 657 | 14% | 0.2%
O=C(Cc1ccccc1)N/N=C/c1ccccc1F | -15 | -3 | 5% | 1 | -3.0% | x | x | 7% | -34 | 632 | -3% | x
O=C(NCCCN1CCCC1=O)c1cc(-c2cccnc2)nc2ccc(Cl)cc12 | 10 | 3 | 6% | 1 | 0.1% | i | 0.5 | -4% | -2 | 736 | 6% | 0.4%
C=CCN(c1ccc(C(=O)NCCc2ccccc2)cc1)S(C)(=O)=O | -25 | -5 | 9% | 1.1 | -1.1% | i | 0.5 | 0% | 9 | 833 | -2% | 3.3%
O=C(NCc1ccccc1)/C(=N\O)c1ccccc1 | 3 | 5 | 3% | 1 | -0.5% | i | 0.8 | -6% | x | x | -6% | 5.6%
CC(c1cccs1)N(C)Cc1nc(CCc2ccccc2)no1 (stereo unspecified) | 22 | 14 | 3% | 1 | -1.7% | i | 0.6 | 8% | 0 | 759 | 6% | 0.2%
O=C(N/N=C/c1cccc(F)c1)c1cc(-c2ccco2)nc2ccccc12 | 60* | 10* | 11% | 1 | -3.7% | i | 1.0 | -1% | x | x | -10% | 6.3%
COC(=O)c1ccc(NC(=O)C2CCCN2S(=O)(=O)c2ccc(C)cc2)cc1 (stereo unspecified) | -8 | 2 | 8% | 0.9 | x | i | 6.2 | 6% | 3 | 666 | 3% | 7.0%

Looked up above.
Reading of O=C(Cc1ccccc1)N/N=C/c1ccccc1F in WT yeast gro inh mutant strain: -3
Reading of COC(=O)c1ccc(NC(=O)C2CCCN2S(=O)(=O)c2ccc(C)cc2)cc1 (stereo unspecified) in TNAP activators: 0.9

Next section
SMILES | WT yeast gro inh | WT yeast gro inh mutant strain | P. falciparum M1AAP | TNAP activators | CSM14.1 death rescue | Myeloid diff MLP | Myeloid diff MLP GFP+ MAC1+ % | human PMI inhibition | Hep lipid drop | Hep lipid drop cells 6.5 µM | human PMI inhibitors | K1F lysis inhibition
O=C1NC(Nc2ccccn2)(C(F)(F)F)C(=O)N1c1ccc(F)cc1 (stereo unspecified) | 1 | 19 | 3% | 1.1 | 4.0% | i | 10 | 1% | -14 | 744 | 2% | 3.1%
COCCNc1nc(C(C)(C)C)nc2c1nnn2Cc1ccccc1Cl | 6 | 20 | 3% | 1.1 | x | i | 6.1 | 9% | 22 | 711 | 20% | -1.2%
Cn1c(N)c(C(=O)COC(=O)CCc2c[nH]c3ccccc23)c(=O)n(C)c1=O | -10 | -3 | 6% | 1.1 | -1.6% | i | 0.5 | 2% | 9 | 808 | -3% | 0.0%
Cc1cc(Cl)ccc1NC(=O)/C=N/O | x | x | 0% | x | x | i | 0.8 | x | 14 | 640 | x | 0.4%
CC(=O)NC1=C(C#N)C(c2ccccc2)c2c(ccc3ccccc23)O1 (stereo unspecified) | 21 | 16 | -5% | 1 | 4.4% | i | 1.3 | 9% | 50 | 749 | -5% | 3.0%
CCOC(=O)c1cccc(NC(=O)C2CCN(S(=O)(=O)c3cnc[nH]3)CC2)c1 | 2 | 13 | 4% | 0.8 | -0.4% | i | 4.3 | -10% | x | x | -3% | 3.7%
CC1(C)NC(=O)N(CC(O)COc2ccccc2C(=O)N2CCCCC2)C1=O (stereo unspecified) | -7 | -4 | 0% | 1.1 | 0.4% | i | 1.3 | -11% | x | x | 1% | 0.9%[50 µM]
O=C(Nc1ccc(NC(=O)c2ccccc2O)cc1)Nc1ccc(F)cc1F | x | x | 2% | x | x | i | 0.6 | x | -4 | 673 | x | -1.5%
CCOC(=O)N1CCC(NC(=O)CC(NS(=O)(=O)c2ccc(C)cc2)c2ccco2)CC1 (stereo unspecified) | 5 | 5 | -3% | 1.2 | x | i | 0.7 | 4% | -13 | 696 | 2% | 12%
COc1ccc(-c2[nH]ncc2C=O)cc1 | -4 | -14 | 5% | 0.3 | -1.1% | i | 0.5 | 0% | -2 | 609 | -11% | 5.2%[50 µM]
